# Bioassay records from PubChem.
# S100A4 MyoIIA: inhibitors of S100A4-myosin IIA peptide binding, primary screen, biochemical, fluorescence polarization, TAMRA-MyoIIA peptide; Protein S100-A4 (Homo sapiens), P26447; inhibition, % at 10.7 µM; actives 0.14% (n = 360,000);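 active = mean inhibition of at least 70% across replicates, with every replicate also reaching that level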
# Target sequence (P26447 whole entry, looked up): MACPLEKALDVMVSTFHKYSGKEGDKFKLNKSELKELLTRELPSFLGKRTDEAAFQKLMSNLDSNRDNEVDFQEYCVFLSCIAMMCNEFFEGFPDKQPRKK
#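 incubation = readout 5 min after mixing, signal stable up to 60 min | system = S100A4 monomer protein | buffer or medium = HEPES pH 7.2 with CaCl2, KCl, NaCl, DTT, Triton | benchmarks = neutral control DMSO, positive control TFP | also added = fluorescent myosin IIA peptide, 5 nM | compound dosing = one concentration per compound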
# LGR2 inh: inhibitors of bursicon-induced LGR2 CRE-luciferase signal, primary screen, cell-based, HEK293, CRE-luciferase reporter, bursicon stimulation; bursicon-stimulated, 4 h; inhibition, % at 9.99 µM; AID 720647, 2013; actives 0.35% (n = 380,000);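 active = drop in luminescence signal, shown as inhibition above about 50% in the replicate tests, limit read from the data, passing the limit was not always enough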;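 note: agonist challenge used bursicon conditioned medium at about half maximal strength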
# SIRT5 block: SIRT5 desuccinylase inhibitors, primary screen, biochemical, fluorescence imaging, single point, set 5; NAD-dependent protein deacylase sirtuin-5, mitochondrial (Homo sapiens), Q9NXA8; actives 1.1% (n = 330,000); inhibition, % at 15 µM; AID 652115, 2013; Purified SirT5, succinyl-peptide AMC, trypsin-coupled fluorescence; in the data active = inhibition above about 15%
# Target sequence (Q9NXA8 whole entry, looked up): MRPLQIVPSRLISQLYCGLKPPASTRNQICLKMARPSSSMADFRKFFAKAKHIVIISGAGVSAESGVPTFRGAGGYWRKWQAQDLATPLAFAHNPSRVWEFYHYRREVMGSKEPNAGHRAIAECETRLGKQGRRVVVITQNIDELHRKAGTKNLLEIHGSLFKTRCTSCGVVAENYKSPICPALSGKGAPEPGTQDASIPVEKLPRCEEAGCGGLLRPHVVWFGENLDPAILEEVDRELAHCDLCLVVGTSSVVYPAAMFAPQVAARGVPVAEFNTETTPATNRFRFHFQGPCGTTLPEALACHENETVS
# Xi reactivation: activators of inactive X chromosome reactivation, primary screen, imaging, XiGFP fibroblasts, GFP high-content imaging, set 2; activation, % at 7.58 µM; XiGFP mouse fibroblasts, % GFP-positive cells imaging, 3 d; cells co-treated with 5-aza-dC sensitizer; scaled so ellipticine positive control = 100%; AID 743238, 2013; actives 0.055% (n = 360,000);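 active = mean normalized replicate activation at least 10% and every replicate at or above 10%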;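 note: 0% = median of on-plate neutral control wells and 100% = ellipticine 6 µM median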
#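 System: 68-5-11 XiGFP fibroblast line; Timing: 3 days compound exposure; Compound dosing: one concentration, pinned; Benchmarks: positive control ellipticine, 6 µM final; Buffer or medium: DMEM containing 5-aza-dC.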
# C2C12 statin: suppressors of statin myotoxicity in C2C12 myotubes, primary screen, cell-based, single point, plate reader; rescue of ATP level, % at 7.49 µM; actives 0.78% (n = 330,000); AID 602340, 2012; C2C12 myotubes + simvastatin, ATP luminescence, 48 h; scaled: DMSO 0, geranylgeraniol control 100;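 active = mean ATP rescue above about 67%, or every replicate alone reaching that limit, limit read from the data, passing the limit was not always enough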;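 note: myotubes were challenged with 10 µM simvastatin during compound exposure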
# Cneo AK release: Cryptococcus neoformans cell lysis inducers, primary screen, AK release luminescence, single concentration | C. neoformans lysis, adenylate kinase release luminescence, 4 h; normalised: neutral wells 0, clomiphene wells 100 | lysis activity, % at 15 µM | actives 0.2% (n = 360,000) | AID 651654, 2012;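 active = mean lysis activity across replicates of at least 80%, whatever share of replicates individually reach that level; inactive = mean lysis activity below 80%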
#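 read-out = cell lysis signal | test system = log-phase Cryptococcus neoformans yeast cells | input = cells at 5 × 10^6 per mL | medium = fresh YPD growth medium | signal = luminescent adenylate kinase detection reagent | timing = 4 h at 37 °C static, read 1 h later | dosing = single dose | controls = Clomiphene as positive lysis control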
# ERAP1 HTS inh: human ERAP1 aminopeptidase inhibitors, primary screen, biochemical, single point, plate reader | recombinant ERAP1, Leu-AMC fluorescence, 60 min | inhibition, % at 10.7 µM | actives 0.15% (n = 340,000);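 active = mean replicate inhibition of at least 30%, or all replicates individually reaching that 30% level; inactive = mean below 30% and not every replicate reaching it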;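 note: 0% = neutral control wells and 100% = L-leucinethiol positive control wells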
# PGC1a acetyl inh: inhibitors of PGC1a acetylation signal, primary screen, cell-based, U2OS, AlphaScreen, inhibitor mode; AID 651687, 2012; actives 0.17% (n = 350,000); AlphaScreen anti-acetyl-lysine; with virally co-expressed GCN5 acetyltransferase; inhibition, % at 15.6 µM;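 active = every replicate shows inhibition of at least 40%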;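 note: 0% = neutral control wells and 100% = positive control wells; some results beyond the cut were filed as inactive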
# * hit, by the source's call; nt = not tested or not shown.
SMILES,S100A4 MyoIIA,LGR2 inh,SIRT5 block,Xi reactivation,C2C12 statin,Cneo AK release,ERAP1 HTS inh,PGC1a acetyl inh
CCC(=O)c1ccc(OCC(=O)Nc2ccc3nc(C)sc3c2)cc1,-17.4,-4.4,-5.4,0.0,-24.0,1.5,-1.1,2.9
CCCc1[nH][nH]c(=O)c1C(c1ccc(Br)cc1)C(C#N)C#N (configuration not stated),nt,26.0,nt,nt,39.5,5.0,nt,-1.0
CCc1c(C)nc2ncnn2c1N1CCCC(C(=O)NCCc2ccccc2)C1 (configuration not stated),2.6,-23.0,-2.9,nt,nt,2.0,-2.2,0.2
Cc1cc(Br)ccc1S(=O)(=O)n1ccnc1C,4.4,-12.7,-9.7,0.1,6.7,-0.8,-1.8,6.2
CCOC(=O)CCCNC(=O)COC(=O)c1cc(Br)c(Br)s1,-3.0,4.3,2.7,0.0,-0.5,nt,-2.9,nt
O=C(O)c1ccccc1/C=N/n1c(C2CCCCC2)n[nH]c1=S,-1.9,4.6,7.7,0.0,-12.8,-0.3,6.9,6.0
Cc1ccc(S(=O)(=O)N2CCC(=O)N(CCOC(=O)Nc3cccc(Cl)c3)CC2)cc1,-0.7,-15.8,-4.8,0.0,2.0,1.1,-1.4,-5.5
O=C(c1ccc(-c2ccccc2)cc1)N1CCN(c2ccccc2F)CC1,-1.9,10.7,-0.2,0.0,-6.6,3.7,-5.0,nt
Cc1cccc(/C=C/c2onc(C)c2S(=O)(=O)N2CCC(C(=O)NC(C)(C)C)CC2)c1,0.1,-4.4,nt,0.3,5.3,0.3,nt,-11.6
COc1ccc(C)cc1NC(=O)CCNC(=O)c1ccco1,0.3,-0.1,1.9,0.1,-1.2,-4.2,1.4,nt
O=C(CCC(=O)c1ccc(Br)cc1)Nc1ccc(F)cc1,-3.0,11.1,0.9,0.0,-12.1,-1.8,1.0,nt
CO[C@@H]1CN(C)C(=O)c2ccc(NS(=O)(=O)c3cn(C)cn3)cc2OC[C@H](C)N(C)C[C@@H]1C,-29.9,-2.2,-2.6,0.0,-2.7,53.8,0.3,1.6
CO[C@@H]1CC[C@H]2CCOc3c(C#N)cccc3C(=O)N(C)CCCC(=O)N(C)C[C@@H]1O2,1.5,1.9,0.8,0.4,7.7,4.4,1.6,19.7
Cc1nc(C)c(Oc2ccc(Cl)cc2Cl)c(=O)[nH]1,-0.9,-6.4,-0.2,0.3,nt,nt,0.5,10.0
CCCCN1C(=S)SC(C)(C)C1/[N+]([O-])=C/c1ccc(S(=O)(=O)NC)cc1 (configuration not stated),-10.0,-6.4,-1.7,-0.1,-2.7,0.9,-0.4,-2.5
OC1CCCN(CC(O)COC(c2ccccc2)c2ccccc2)C1 (configuration not stated),-6.2,7.4,-6.5,0.0,-15.2,7.8,0.5,5.2
Cc1ccc(N=C2NC(=O)S/C2=C\c2ccco2)cc1,9.9,5.5,-1.3,-0.1,nt,nt,-0.9,nt
CCOc1ccc(N=Nc2ccc(O)c3ncccc23)cc1,-2.6,-0.8,-3.8,0.9,10.4,-1.0,3.6,nt
O=C1N[C@@H](Cc2ccccc2)C(=O)N2CCC[C@@H]12,-3.5,0.1,-2.7,0.2,3.6,0.9,nt,-0.1
CCCN(CC(=O)Nc1ccccc1C)C(=O)C1CCN(C(=O)Nc2ccccc2)CC1,-17.5,-18.2,-3.3,-0.1,nt,nt,3.8,nt
O=C(C[C@H]1CC[C@H]2[C@@H](COC[C@H](O)CN2C(=O)Nc2ccc(Cl)c(Cl)c2)O1)NCc1ccc(Cl)cc1,3.5,0.7,1.6,0.2,-8.7,-7.8,-1.7,-0.4
COCC#Cc1ccc2c(c1)O[C@H](CN(C)C(=O)CN(C)C)[C@H](C)CN([C@H](C)CO)S2(=O)=O,-3.6,6.1,-2.8,-1.3,-3.1,-1.1,-1.0,6.0
COc1ccc([Si](C)(C)[C@@H]2[C@@H](CC(=O)N3Cc4ccccc4C[C@H]3CO)O[C@]3(C(=O)N(C)c4c(Br)cc(C)cc43)[C@H]2C)cc1,0.7,nt,9.3,nt,nt,-3.1,-0.3,4.7
COC(=O)C1=C(C)N(Cc2ccccc2)C(=NCc2ccco2)N[C@H]1c1cccc(F)c1,0.3,0.4,nt,0.0,-15.6,0.6,0.6,6.7
CC1Sc2ccc(S(=O)(=O)N3CCC(C(N)=O)CC3)cc2NC1=O (configuration not stated),6.1,-7.3,-6.0,0.2,-3.1,1.9,-0.3,7.7
CC1(C)OC(=O)C2=C(C[C@@H](C3CCCC3)O[C@H]2CCc2cccc(Cl)c2)O1,-3.7,11.3,1.6,-0.1,nt,nt,-4.1,nt
COc1cc2cc(C(=O)N3CCN(Cc4ccc5c(c4)OCO5)CC3)c(=O)oc2cc1OC,1.9,5.0,-35.7,0.0,3.8,nt,-249.2,0.1
O=C(NCc1ccco1)c1cccc(-c2ccc3nccn3c2)c1,-2.6,-3.3,nt,-0.1,3.9,0.9,-1.4,nt
CN1C[C@H]2[C@@H](c3ccccc31)[C@@H](CO)N2C(=O)Nc1ccccc1Cl,-5.3,-5.2,-7.0,0.1,0.2,-0.3,1.3,-4.7
COc1cc2c(cc1OC)C1C(C(=O)Nc3ccccc3N3CCN(C)CC3)c3ccccc3C(=O)N1CC2 (configuration not stated),2.8,-0.7,-3.3,0.6,nt,nt,-4.1,-3.9
COc1ccc(-c2c(C(F)(F)F)nn(C)c2NC(=O)c2cccnc2)cc1,-6.1,-6.9,-4.4,0.1,nt,-0.5,0.5,-3.6
CC(OC(=O)CCN=C1NS(=O)(=O)c2ccccc21)C(=O)NC1CCCCC1C (configuration not stated),1.1,-11.5,1.0,-0.1,1.9,nt,-4.5,nt
N#Cc1c(SCC(=O)Nc2cccc(F)c2)sc2c(O)cc(=O)[nH]c12,-2.5,-1.3,10.1,0.0,-5.6,-1.4,-6.2,-1.6
CC(C#N)Sc1ccc(S(=O)(=O)N(C)C2CCCCC2)cn1 (configuration not stated),-4.6,-2.6,2.7,-0.2,-1.7,-0.6,0.5,-4.0
C[C@@H]1CN([C@H](C)CO)C(=O)c2cccc(NS(=O)(=O)c3ccc(Cl)cc3)c2O[C@@H]1CN(C)C(=O)Nc1cccc2ccccc12,-25.1,2.0,0.4,-1.2,nt,-0.3,2.3,6.0
CCOc1ccc(C2CC(c3ccccc3C)n3nc(N)nc3N2)cc1 (configuration not stated),-1.3,2.8,nt,0.3,15.6,-2.7,nt,6.1
CCOc1ccc(N(CC(=O)Nc2ccccc2C(=O)NC(C)CC)S(C)(=O)=O)cc1 (configuration not stated),3.8,-25.7,0.5,-0.1,nt,nt,-4.0,nt
CO[C@H]1CN(C)C(=O)c2ccc(NS(=O)(=O)c3ccc(C)cc3)cc2OC[C@@H](C)N(Cc2nccs2)C[C@@H]1C,-15.6,-4.1,-2.6,0.0,-5.1,5.2,-0.4,-3.1
C#CCN1C(Cc2ccccc2)C(=O)O[C@H](C2CCCCC2)[C@@H]1/C=C/C1CC1 (some centres not stated),5.4,nt,1.4,nt,nt,5.0,-1.6,6.0
CN1CCN(c2nc3c(c(=O)[nH]c(=O)n3C)n2CCSc2nnnn2-c2ccccc2)CC1,1.1,-10.3,-2.6,0.1,-0.5,-0.5,-3.1,4.0
CCN(C[C@H]1N[C@@](C)(C(=O)OC)[C@H]2C(=O)N(C)C(=O)[C@@H]12)C(=O)C1CCCCC1,-2.3,-1.2,-6.5,0.0,-0.3,-3.2,-9.1,nt
Cc1cccc(C)c1NC(=O)C1(C)CSCC(=O)N1CCc1ccccc1F (configuration not stated),-0.6,-7.8,0.4,0.0,nt,nt,-3.6,nt
Cc1cccc(NC(=O)COC(=O)c2nn(C)c(=O)c3ccccc23)c1C,-5.5,12.3,-1.4,0.1,-2.7,-1.6,1.7,nt
Oc1ccc2ccccc2c1C=NNc1ccccn1,2.6,-1.0,-3.5,-0.1,nt,nt,1.9,nt
Cn1c(SCC(=O)NC2CCCCC2)nnc1C(F)(F)F,1.1,-8.2,-5.9,0.1,0.3,-13.7,-1.4,-1.4
CCn1c(N2CCN(C(=O)c3ccco3)CC2)nc2ccccc21,-5.0,3.5,-3.7,0.1,-2.4,0.6,-2.6,nt
CC(=O)Nc1ccc(NC(=O)CCOc2cc(C)ccc2C)cc1,1.4,9.5,-3.4,0.1,25.5,-0.9,0.8,nt
Fc1ccccc1OCCSc1ncnc2nc[nH]c12,1.2,3.9,-1.5,0.0,9.7,-2.1,-3.1,-0.4
CCOc1ccc(OCC)c(NC(=O)C2C3C=CC(O3)C2C(=O)O)c1 (configuration not stated),1.0,-14.8,-2.7,0.1,-9.9,1.2,-0.7,1.7
Cc1cccc(C(=O)c2c[nH]cc2-c2ccccc2)c1,nt,-10.4,nt,0.0,-5.9,1.4,nt,nt

# Following part.
SMILES,S100A4 MyoIIA,LGR2 inh,SIRT5 block,Xi reactivation,C2C12 statin,Cneo AK release,ERAP1 HTS inh,PGC1a acetyl inh
COc1ccc(C(CNC(=O)c2ccc(C)c(S(=O)(=O)Nc3ccccc3OC)c2)N2CCCC2)cc1 (configuration not stated),-6.8,6.9,-4.3,0.1,-7.2,-2.3,2.8,nt
CSc1nnc(C2CCN(CC(=O)Nc3ccccc3N3CCOCC3)CC2)n1C,-6.3,-3.1,-2.8,0.6,4.7,-0.7,0.2,nt
COc1ccc(CCNc2nc3ccc(C)cc3n3cnnc23)cc1OC,-2.9,-20.3,-3.4,0.0,10.5,-0.1,-1.5,nt
COCCNc1nc(C)cc(-c2cc(C(=O)NCc3ccccc3)on2)n1,14.8,1.2,-2.3,-0.1,-10.3,-0.5,-2.2,-1.6
C=CCn1c(Oc2ccc(C(=O)OC)cc2)nc2c1c(=O)n(C)c(=O)n2C,nt,7.1,nt,nt,-0.4,-24.5,nt,13.3

# The list is partial; count on the stated rates, not on these rows.
